Assay outcomes: PubChem, several laboratories
ABCB1 inh: blocks JC-1 efflux by human ABCB1 transporter. P08183. CCRF-Adr cells, flow cytometry. inhibition, % at 6.6 µM. 190,000 compounds, 0.067% hits. AID 1326; in the data active = inhibition above about 40%;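 note: 0% = vehicle and 100% = reference inhibitor; higher value means more JC-1 retained so stronger ABCB1 efflux block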
Target sequence (P08183 whole entry, looked up): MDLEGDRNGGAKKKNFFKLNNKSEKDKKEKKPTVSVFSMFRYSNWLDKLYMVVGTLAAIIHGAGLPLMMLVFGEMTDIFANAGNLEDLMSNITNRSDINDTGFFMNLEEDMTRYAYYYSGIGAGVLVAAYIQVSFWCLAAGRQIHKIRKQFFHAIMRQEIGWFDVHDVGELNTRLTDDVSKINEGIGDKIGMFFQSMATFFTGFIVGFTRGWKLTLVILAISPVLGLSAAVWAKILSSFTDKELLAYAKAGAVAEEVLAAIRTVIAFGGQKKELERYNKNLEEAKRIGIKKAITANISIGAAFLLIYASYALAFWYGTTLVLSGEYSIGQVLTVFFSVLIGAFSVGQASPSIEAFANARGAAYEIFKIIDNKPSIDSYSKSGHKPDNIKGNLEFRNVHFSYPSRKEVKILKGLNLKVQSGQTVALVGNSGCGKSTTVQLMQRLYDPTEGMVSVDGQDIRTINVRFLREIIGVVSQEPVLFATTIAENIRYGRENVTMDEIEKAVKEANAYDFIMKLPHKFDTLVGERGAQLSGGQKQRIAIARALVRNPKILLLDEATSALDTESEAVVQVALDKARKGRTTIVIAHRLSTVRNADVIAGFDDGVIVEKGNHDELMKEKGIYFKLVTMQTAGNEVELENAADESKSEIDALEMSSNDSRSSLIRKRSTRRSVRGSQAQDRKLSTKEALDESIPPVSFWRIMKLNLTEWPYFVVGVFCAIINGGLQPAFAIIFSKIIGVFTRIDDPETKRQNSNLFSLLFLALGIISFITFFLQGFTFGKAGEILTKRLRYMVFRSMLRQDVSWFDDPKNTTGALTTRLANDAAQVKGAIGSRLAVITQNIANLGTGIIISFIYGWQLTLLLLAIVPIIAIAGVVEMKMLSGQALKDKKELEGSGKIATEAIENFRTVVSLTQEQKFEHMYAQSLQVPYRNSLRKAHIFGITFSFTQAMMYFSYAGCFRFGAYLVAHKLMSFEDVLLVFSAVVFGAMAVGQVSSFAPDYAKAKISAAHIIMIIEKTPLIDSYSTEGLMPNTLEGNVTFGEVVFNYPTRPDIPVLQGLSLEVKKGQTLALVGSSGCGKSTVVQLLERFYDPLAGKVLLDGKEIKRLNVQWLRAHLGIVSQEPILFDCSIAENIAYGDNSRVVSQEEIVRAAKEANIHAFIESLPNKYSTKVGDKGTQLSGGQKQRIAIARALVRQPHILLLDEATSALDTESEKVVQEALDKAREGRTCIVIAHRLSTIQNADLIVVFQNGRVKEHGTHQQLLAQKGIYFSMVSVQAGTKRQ
Mcl1-Noxa inh: disrupts binding of human Mcl-1 to Noxa peptide; 220,000 compounds, 1.5% hits; AID 1022; Q07820; TR-FRET Mcl-1/Noxa peptide binding, 2 h; inhibition, % at 21.7 µM;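 active = compounds that cut the protein-peptide binding signal by more than 50% relative to plate controls in a single-dose test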;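 note: His-tagged Mcl-1 with rhodamine Noxa BH3 peptide and terbium anti-His antibody; 0% = Mcl-1 plus Noxa peptide wells and 100% = peptide-only wells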
HRas wt GTP bind: human HRas wildtype GTP binding, change in either direction; GTP binding activity, % at 10 µM; GST-Ras wt beads, Bodipy-FL-GTP binding, flow cytometry; actives lie on both sides; 190,000 compounds, 0.14% hits; P01112;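 active = GTP binding activity at least 20% away from the 100% baseline, either lowered as inhibitor or raised as activator; inconclusive = flagged as likely green fluorescent, judged across all proteins in the well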;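 note: 0% = unlabeled GTP competition control and 100% = no-compound control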
Rac1 act GTP bind: modulators of GTP binding to human Rac1 activated mutant; P63000; GST-Rac1 activated beads, fluorescent GTP binding, flow cytometry; actives lie on both sides; 100% means binding = to untreated wells; percent activity (GTP binding), % at 10 µM; 190,000 compounds, 0.11% hits;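 active = GTP binding at least 20 percentage points away from the 100% baseline, in either direction, so actives lie on both sides; inconclusive = Compound likely fluorescent itself, or too few beads counted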
Rab2A wt mod: changes GTP binding to wildtype dog Rab2A, up or down; 190,000 compounds, 0.19% hits; GST-Rab2 wt beads, Bodipy-GTP binding, flow cytometry; GTP binding activity, % at 10 µM; AID 760;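 active = GTP binding activity at least 20 points away from 100%, either lowered or raised; inconclusive = signal likely due to the compound's own green fluorescence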;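 note: 0% = beads with excess unlabeled GTP and 100% = no-compound control corrected for plate trend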
Avidin fluor: compound fluoresces at 488/530 nm on avidin beads. fluorescence (KMESF) at 10 µM. compound fluorescence 488/530 nm, flow cytometry; hits give high values. 220,000 compounds, 0.38% hits; in the data active = fluorescence above about 47; note: inactives centre near 10
Cdc42 wt GTP: human Cdc42 wildtype GTP binding change, either direction. P60953. GST-Cdc42 beads, Bodipy-GTP binding, flow cytometry; actives lie on both sides. 190,000 compounds, 0.2% hits. percent activity (GTP binding), % at 10 µM;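 active = percent activity GTP binding at least 20 points away from the 100% baseline, either down as inhibitor or up as activator; inconclusive = compound flagged as likely green fluorescent from well-wide comparison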;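 note: median bead fluorescence of bound Bodipy-FL-GTP at 100 nM; 0% = excess unlabeled GTP control and 100% = no compound control; below 100% means less GTP binding so inhibitor and above means activator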
Rac1 wt GTP bind: human Rac1 wildtype GTP binding, inhibitors and activators; P63000; GST-Rac1 beads, fluorescent GTP binding, flow cytometry; actives lie on both sides; 0 = cold GTP competed, 100 = untreated; GTP binding activity (% of control), % at 10 µM; 190,000 compounds, 0.27% hits; AID 757;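 active = GTP binding activity at least 20 points away from the 100% control level, either lower or higher; inconclusive = compound flagged as likely green fluorescent, judged across all proteins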
Rab7 wt GTP bind: alters GTP binding to wildtype dog Rab7 | GST-Rab7 beads, fluorescent GTP binding, flow cytometry; actives lie on both sides; untreated = 100%, excess cold GTP = 0% | GTP binding activity (percent of control), % at 10 µM | 190,000 compounds, 0.055% hits | AID 758;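 active = fluorescent GTP binding to Rab7 beads changed by at least 20 points from the 100% baseline, either direction, mostly lower; inconclusive = compound itself probably fluorescent, or too few beads counted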;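 note: median green fluorescence of bound Bodipy-FL-GTP per Rab7 bead population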
Pf gamet viab: kills late stage P. falciparum gametocytes; P. falciparum stage V gametocytes, ATP luminescence, 24 h; inhibition, % at 10.9 µM; 150,000 compounds, 0.065% hits; AID 743093;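 active = inhibition above the mean plus 3 SD of compounds within the control limits, set per campaign, cut at about 38% in these data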;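 note: 0% = DMSO wells and 100% = medium only without gametocytes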
ABCG2 inh: inhibitors of human ABCG2 transporter, ABCB1 counter-screen; Q9UNQ0; IgMXP3 cells, JC-1 efflux, flow cytometry; inhibition, % at 6.6 µM; 190,000 compounds, 0.1% hits;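 active = inhibition above 80%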;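 note: 0% = DMSO and 100% = nicardipine control wells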
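Test system: ABCG2 IgMXP3 and barcoded ABCB1 CCRF-Adr cell mix; Schedule: cells with compound and JC-1, 10 min at 25 °C, rotating, no wash; Technique: flow cytometry of retained JC-1 fluorescence; Measure: % inhibition of efflux relative to nicardipine and DMSO; Controls: nicardipine high and DMSO low controls.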
An asterisk follows results filed as active; ? = inconclusive; nt = no result given. The order is random; 2.3% or so of the library scored in one or more.

SMILES	ABCB1 inh	Mcl1-Noxa inh	HRas wt GTP bind	Rac1 act GTP bind	Rab2A wt mod	Avidin fluor	Cdc42 wt GTP	Rac1 wt GTP bind	Rab7 wt GTP bind	Pf gamet viab	ABCG2 inh
CCCCCn1c(Sc2nc3ccccc3s2)nc2c1c(=O)[nH]c(=O)n2C	1.4	-3	103	99	102	8	101	106	102	4	3
O=C(N/C(=C/c1ccc2c(c1)OCO2)C(=O)N1CCOCC1)c1cccs1	1.3	1	104	101	102	9	107	103	96	nt	5
CC1=CC(C)(C)N(C(=O)CN2C(=O)c3ccccc3C2=O)c2ccccc21	0.4	1	98	93	97	14	97	96	98	-3	2
CNC(=S)N(CCc1c(C)[nH]c2ccccc12)Cc1ccco1	-1.0	17	98	95	96	19	95	101	101	-4	-2
Fc1ccc(C2=CSC3=NCCN23)cc1	0.1	13	97	98	95	9	96	101	95	7	0
CCOC(=O)c1c(NC(=S)Nc2ccccc2)sc2c1CCN(CCc1ccccc1)C2	0.1	4	104	104	101	28	109	104	101	nt	2
O=C(CCNC(=O)c1ccccc1Cl)NC1=NCCS1	0.2	9	97	97	95	12	95	101	97	nt	1
C[C@@H](O)c1nc2ccccc2n1N	nt	4	101	103	102	7	104	104	104	18	1
C=CCN1C(=O)C(O)(CC(=O)c2ccc(Cl)cc2)c2ccccc21 (stereo unspecified)	0.4	-13	99	98	99	17	100	103	98	nt	2
CC1CC(C)CN(S(=O)(=O)c2ccc(C(=O)NCCCn3ccnc3)cc2)C1 (stereo unspecified)	-2.5	1	98	94	96	14	96	95	92	nt	-2
O=C(/C=C/c1ccc(-c2ccccc2)o1)c1ccccc1	-0.8	25	?	?	?	11	?	?	?	0	-4
O=C(CSc1nnc(Nc2ccccc2)s1)NCc1ccco1	0.6	2	98	97	96	12	99	99	94	nt	5
CN1CCC(N(C)CC(=O)Nc2cccc(Oc3ccccc3)c2)CC1	0.3	22	103	100	101	19	102	109	104	7	1
CN(C)C(CNc1ncnc2sc3c(c12)CCCCC3)c1ccco1 (stereo unspecified)	1.0	19	97	97	97	11	99	97	96	6	4
CCC(COC)NC(=O)CCc1nnc(Cc2cccc(C(F)(F)F)c2)o1 (stereo unspecified)	0.3	5	103	99	100	14	102	105	105	-44	5
Cc1nc(CCNC(=O)Cc2ccc(Cl)cc2)cs1	-2.0	-10	98	100	101	5	100	105	100	nt	0
CC(C)CCCNc1nc(N2CCOCC2)nc(N2CCOCC2)n1	0.5	8	101	112	101	21	99	103	104	nt	5
CN1C(=O)C2(C(C#N)=C(N)N(c3cc(Cl)cc(Cl)c3)C3=C2C(=O)CCC3)c2ccccc21 (stereo unspecified)	-0.1	11	100	100	101	26	101	106	98	nt	-1
Cc1nc2ccccc2c(=O)n1C1CCCCCC1	0.0	-2	103	100	104	15	104	104	103	18	1
CC(C)(C)c1ccc(S(=O)(=O)NCCOCC(F)(F)C(F)F)cc1	-0.2	6	100	101	103	15	106	103	99	-20	10
O=C(CSc1nc2ccccc2[nH]1)c1ccc(Cl)s1	0.0	6	104	101	101	7	106	111	105	nt	0
CCNC(=S)NNC(=O)c1cccc(Br)c1	0.0	13	103	102	101	6	104	107	106	nt	0
COc1ccc(S(=O)(=O)N(C)C2CCN(C)CC2)cc1	0.0	14	99	98	102	7	101	102	102	nt	0
CC(C)c1cc(C(=O)Nc2cccnc2)no1	0.2	10	98	98	100	5	101	100	98	nt	2
CCOC(=O)c1[nH]c2ccc(Cl)cc2c1NC(=O)/C=C/c1ccc2c(c1)OCO2	-0.3	23	98	101	100	12	103	104	100	6	0
CN(Cc1cccs1)C(=O)COC(=O)CNC(N)=O	0.1	4	98	95	97	20	95	97	102	6	0
COc1ccc2c(c1)CC(C1(O)C(=O)N(C)c3ccccc31)C2=O (stereo unspecified)	0.1	-11	96	99	94	13	99	99	88	nt	1
Cc1[nH]ccc(=O)c1OC1OC(CO)C(O)C(O)C1O (stereo unspecified)	1.8	5	100	100	99	8	105	105	100	11	-3
COc1cccc(N2C(=O)C3ON(c4ccccc4)C(c4cccs4)C3C2=O)c1 (stereo unspecified)	0.3	21	100	97	98	6	99	99	99	nt	1
CC(C)(C)c1ccc(CNc2ccc([N+](=O)[O-])cn2)cc1	0.3	18	103	102	102	6	99	104	99	-15	5
Cc1ccc(/C=C2\CCCC3=C2NC(=S)NC3c2ccc(C)cc2)cc1 (stereo unspecified)	2.4	-8	97	99	98	12	98	103	97	10	-32
CC(C)N1CCc2c(sc(N)c2C#N)C1	-0.4	18	97	96	94	9	97	94	94	nt	-3
COC(=O)c1ccccc1NC(=O)C1CCN(C(=O)c2cc(OC)cc(OC)c2)CC1	1.0	-5	103	99	102	10	101	101	104	nt	6
Cc1c(NC(=O)CCCCCN2C(=O)c3ccccc3C2=O)c(=O)n(-c2ccccc2)n1C	0.3	-1	99	100	100	4	101	103	100	14	2
CC(C(=O)NCc1ccco1)n1nc(-c2ccccc2)c2cc(Cl)ccc21 (stereo unspecified)	0.5	-16	104	104	105	7	109	110	100	nt	2
O=C(NC1CS(=O)(=O)CC1NCc1ccco1)c1ccccc1 (stereo unspecified)	0.1	19	95	95	96	11	98	95	93	12	1
Cc1ccc(C)c(NC(=S)NC(C)C(c2cccs2)N2CCOCC2)c1 (stereo unspecified)	1.2	0	99	98	98	7	99	103	99	nt	2
COc1cccc(-n2nc(C(N)=O)c(O)cc2=O)c1	0.2	14	95	94	96	11	98	95	94	-18	1
O=C(Nc1nccs1)c1ccc(S(=O)(=O)c2ccccc2)cc1	-0.4	11	102	102	104	35	103	108	99	-12	4
COc1ccc(OC)c(C(=O)CSc2nc3ncccc3[nH]2)c1	1.2	-11	96	95	97	22	102	100	103	18	9

Ordered by SMILES length (lowest first): some entries from above
SMILES	ABCB1 inh	Mcl1-Noxa inh	HRas wt GTP bind	Rac1 act GTP bind	Rab2A wt mod	Avidin fluor	Cdc42 wt GTP	Rac1 wt GTP bind	Rab7 wt GTP bind	Pf gamet viab	ABCG2 inh
COc1cccc(-n2nc(C(N)=O)c(O)cc2=O)c1	0.2	14	95	94	96	11	98	95	94	-18	1
COc1ccc(OC)c(C(=O)CSc2nc3ncccc3[nH]2)c1	1.2	-11	96	95	97	22	102	100	103	18	9
COC(=O)c1ccccc1NC(=O)C1CCN(C(=O)c2cc(OC)cc(OC)c2)CC1	1.0	-5	103	99	102	10	101	101	104	nt	6

Continuation:
SMILES	ABCB1 inh	Mcl1-Noxa inh	HRas wt GTP bind	Rac1 act GTP bind	Rab2A wt mod	Avidin fluor	Cdc42 wt GTP	Rac1 wt GTP bind	Rab7 wt GTP bind	Pf gamet viab	ABCG2 inh
COc1ccc(NC(=O)Nc2ccc3nsnc3c2)cc1	-0.5	21	102	101	104	13	103	101	100	nt	-1
C=CCc1cccc2cc(C(=O)NCc3cccnc3)c(=O)oc12	1.1	7	102	100	102	41	103	103	104	nt	6
O=c1c2c(nc3cc(-c4cccc(Cl)c4)[nH]n13)CCCC2	-0.2	17	89	90	88	12	88	87	93	nt	3
Cc1ccc(S(=O)(=O)NCCN2CCOCC2)c(C)c1C	0.7	-9	97	97	99	12	99	101	97	-9	9
CC(=O)Nc1ccc(NC(=O)C2CCCN(c3ncccn3)C2)cc1 (stereo unspecified)	0.3	2	100	101	97	8	101	110	103	nt	1
Cc1ccc(C(=O)N[C@@H](C)CN2C3=NC[C@H](C(C)C)N3C[C@H]2Cc2ccc(O)cc2)cc1Br	1.0	4	97	97	97	6	97	99	98	16	1
CCN1C(=O)C(C(=O)c2ccccc2)SC1=S (stereo unspecified)	0.0	25	93	88	92	10	91	92	101	nt	0
CCCCC(=O)N1CC2(C)CN(C(=O)CCCC)CC(C)(C1)C2=O	-1.8	10	104	100	103	7	103	107	103	nt	-2
CCN(CC)c1ccc(/C=C/C(=O)C2C(=O)C=C(C)OC2=O)cc1 (stereo unspecified)	21	25	103	99	107	19	101	104	114	-7	35
CCOc1ccc(C(C)=O)cc1N1C(=O)C2C(C1=O)C1C=CC2C12CC2 (stereo unspecified)	0.5	-4	95	98	95	11	95	96	95	nt	1
O=C1c2ccccc2C(=O)N1CCCCN(C(=O)c1cc([N+](=O)[O-])cc([N+](=O)[O-])c1)c1ccc(Cl)cc1	10	1	97	97	96	10	94	98	99	11	13
COc1ccc(CCNC(=O)Cc2ccc(OC)c(OC)c2)cc1OC	0.1	-18	99	99	100	6	97	104	98	nt	0
CC(C)Oc1cccc(C(=O)Nc2ccccc2N2CCOCC2)c1	0.8	4	98	95	96	5	95	98	98	nt	7
COc1ccc(-n2nnnc2SCC(=O)c2ccc(OC)c(OC)c2)cc1	0.7	-7	98	99	97	17	99	97	97	10	6
Cc1ccc(N=c2sc(C)c(C)n2C)cc1	-0.1	9	103	101	102	5	102	106	103	nt	0
CC1=CC2(O)OCCN(CCO)C2=CC1=O (stereo unspecified)	0.2	27	101	101	100	16	104	106	97	nt	-1
COc1ccc(N=c2ssnc2Cl)cc1	-1.4	16	101	98	98	3	100	107	104	nt	-4
COc1ccc(-n2ccnc2SCC(=O)Nc2ccccc2)cc1	-2.2	3	104	100	101	14	104	102	104	-5	1
COC(=O)c1cc(O)c(OCc2ccccc2)c(O)c1	0.2	-9	96	94	98	13	98	97	96	8	3
Cc1ccc2cc(CN(CC3CCCO3)S(=O)(=O)c3cccc4nsnc34)c(=O)[nH]c2c1 (stereo unspecified)	0.1	1	101	98	97	4	100	102	98	4	0
O=C(COC(=O)CN1C(=O)C2CC=CCC2C1=O)Nc1cc(C(F)(F)F)ccc1N1CCOCC1 (stereo unspecified)	1.5	11	103	99	100	11	102	105	102	nt	11
O=C(Cn1cnc2c(cnn2-c2ccccc2)c1=O)N1CCOCC1	-0.5	-5	101	100	101	15	104	105	101	nt	-2
O=C(COc1ccc2oc(-c3ccccc3)cc(=O)c2c1)Nc1ccccc1	0.0	-8	101	98	100	21	102	104	101	-21	29
CCOC(=O)c1c(NC(=O)CSc2nnc(C)c(=O)[nH]2)sc(C)c1C	0.2	9	96	98	101	14	99	100	107	nt	0
CC1CCN(c2nc(-c3ccccc3)c(C#N)c(=O)[nH]2)CC1	0.0	-3	94	88	93	13	91	94	97	nt	1
COc1ccc(-c2nc(NC(=O)Cn3cnnn3)sc2C)cc1	0.8	26	?	?	?	25	?	?	?	-2	3
COc1cc(/C=C2/N=C(c3ccccc3F)OC2=O)cc(Cl)c1OS(C)(=O)=O	-0.1	-9	105	101	106	5	103	112	106	nt	0
Cc1ccc(C)n1-c1nccc(-c2cccs2)n1	0.8	7	100	98	98	14	98	103	98	-33	8
